# High-throughput results from PubChem BioAssay.
# GLP-1R agonist: qHTS of GLP-1 Receptor Agonists. Glucagon-like peptide 1 receptor (Homo sapiens), P43220. HEK293 GLP-1R CRE-luciferase, luminescence, 4-6 h; cells express a hypersensitive GLP-1R form. Potency, µM (series often up to 45.6 µM), for the others: top-dose activation, most hits filed as activators. 0.007% of 380,000 active; note: potency is the fitted concentration of half-maximal effect; % of control where 0% means no effect
# HEK293 tox: qHTS of GLP-1 Receptor Inverse Agonists: Cytotox Screen; 0.13% of 410,000 active; Potency, µM (series often up to 38.3 µM), for the others: top-dose activity change, negative = inhibition, hits mostly inhibitors; AID 624418, 2012; HEK293 cAMP-luciferase reporter cells, luminescence, 24 h;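 note: loss of luciferase light is scored as toxicity; potency is the fitted concentration of half-maximal effect; % is set by controls: 0 for no effect and ±100 for the full control effect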
#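 1536-well qHTS counterscreen of the MLSMR; 200 cells/uL, 12 h pre-incubation, 23 nL cpd, 24 h at 37 deg C 5% CO2, luciferase detection reagent, 12 min RT, luminescence. Inhibition = undesired.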
# PI5P4Ka inh: qHTS for Inhibitors of phosphatidylinositol 5-phosphate 4-kinase (PI5P4K); PI5P4Kalpha enzyme, ADP-Glo luminescence, 60 min; stronger effect = lower value; max response, %; 1.2% of 330,000 active; active = max response of -50% or lower; inconclusive = between -30% and -50%; inactive = -30% or higher; note: value at the top dose of about 77 µM; % is set by controls: 0 for no effect and ±100 for the full control effect
#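 Quantitative HTS of the MLSMR library against PI5P4Kalpha with substrate. ATP added last at 5 microM final; room temperature, 60 minutes. Remaining ATP depleted, ADP converted and read as luminescence.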
# IL-2 act: qHTS of IL-2 Activators | IL-2 activation reporter assay, cell-based qHTS; stimulated with anti-CD3/CD4/CD28 beads; in transgenic mouse T cells | activation, % (series mostly up to about 46 µM) | 0.065% of 360,000 active; in the data active = activation above about 50%; inconclusive = mostly about 30% to 49%; note: 0% is about no effect
#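 Unstimulated transgenic mouse T cells; 60-min compound exposure; bead-based TCR/CD4/CD28 stimulation; 18 h culture, 37 degrees C; dual fluorescence (EGFP, DsRed) plate cytometry.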
# WRN helicase inh: qHTS for Inhibitors of WRN Helicase; Bifunctional 3'-5' exonuclease/ATP-dependent helicase WRN (Homo sapiens), Q14191; WRN helicase unwinding, fluorescent forked duplex, kinetic; Potency, µM (top dose mostly 114 µM), inactives show at the highest dose activity change, negative = inhibition, actives largely listed as inhibitors; 0.46% of 360,000 active; note: potency is the fitted concentration of half-maximal effect; % is set by controls: 0 for no effect and ±100 for the full control effect; nearly all actives have a fitted effect of over 55% in size
#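 Enzyme (20 nM final) and test compound sit together 15 min at room temperature before substrate addition. Substrate is a single-forked duplex oligonucleotide (100 nM) labelled with fluorophore and quencher, with 2 mM ATP; helicase unwinding raises red fluorescence, read kinetically.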
# DRD3 antagonist: qHTS of D3 Dopamine Receptor Antagonist: qHTS | D(3) dopamine receptor (Homo sapiens), P35462 | D3R cells, DiscoveRx beta-arrestin luminescence, antagonist mode; stronger effect = lower value | max response, negative = inhibition, % | 2.5% of 360,000 active | AID 652054, 2013; in the data active = max response below about -50%; inconclusive = no clear call, values can overlap the other calls; note: % is set by controls: 0 for no effect and ±100 for the full control effect; mostly tested at two doses, the higher about 12 µM
#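 Cells plated overnight at 1500 cells/well, then exposed to library compounds with dopamine controls for 90 minutes at 37 degrees C. DiscoveRx reagent added for 30–60 minutes at room temperature; luminescence read, quantitative HTS format.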
# DRD3 agonist: qHTS of D3 Dopamine Receptor Agonist: qHTS | max activation, % | 0.58% of 410,000 active | D3R DiscoveRx beta-arrestin cells, luminescence, 90 min | D(3) dopamine receptor (Homo sapiens), P35462; in the data active = max activation above about 30%; note: 0% is about no effect; mostly tested at two doses, the higher about 12 µM
#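 Cells at 1500/well, incubated overnight, then treated with pinned compounds (dopamine as control) for 90 min at 37 degrees C. DiscoveRx reagent added for 30 - 60 minutes at room temperature; luminescence read.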
# PLK1 PBD block: qHTS for Inhibitors of PLK1-PDB (polo-like kinase 1 - polo-box domain): Primary Screen; Potency, µM, inactives show max response, negative = inhibition, usual class: inhibitors; 2.8% of 360,000 active; Serine/threonine-protein kinase PLK1 (Homo sapiens), P53350; Plk1 PBD binding of FITC phosphopeptide, fluorescence polarization; AID 720504, 2013; note: potency is the fitted concentration of half-maximal effect; series mostly up to about 57 µM; % is set by controls: 0 for no effect and ±100 for the full control effect; nearly all actives have a fitted effect of over 65% in size
# GLP1R inv ag: qHTS of GLP-1 Receptor Inverse Agonists (Inhibition Mode); Potency, µM (highest dose often 38.3 µM), inactives show at the highest dose activity change, negative = inhibition, actives largely listed as inhibitors; HEK293 GLP-1R CRE-luciferase, luminescence, 24 h; GLP-1R form is constitutively active; 1.6% of 410,000 active; Glucagon-like peptide 1 receptor (Homo sapiens), P43220; AID 624417, 2012; note: potency is the fitted concentration of half-maximal effect; % is set by controls: 0 for no effect and ±100 for the full control effect; nearly all actives have a fitted effect of over 55% in size
#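 Constitutively active GLP-1R drives a cAMP-responsive luciferase in stably transfected HEK293 cells; test compounds are added after overnight (12 h) attachment and left 24 hr, and signal loss in luminescence marks inhibition.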
# Numbers without * were called inactive; i = inactive; ? = inconclusive; . = not tested or not shown; & = joins results of further samples; [ ] = remark or other dose. Unless noted, calls come from the whole dose curve; as a rule, active = well fitted curve in the direction sought with a large enough effect; inconclusive = small, poorly fitted or top-dose-only effect, or another doubt; inactive = no such curve, though single readings can be large; an effect the other way counts as inactive or inconclusive. Random draw from the library. Share with any hit: about 7.8%.
SMILES,GLP-1R agonist,HEK293 tox,PI5P4Ka inh,IL-2 act,WRN helicase inh,DRD3 antagonist,DRD3 agonist,PLK1 PBD block,GLP1R inv ag
COc1ccccc1NC(=O)CC1COc2ccccc2O1 (stereo not given),-4.9%,-3.1%,1.7,-0.4,-3.4%,3.4,-2.0,-2.4%,-21.6%
CC(C)Sc1nc2ccccc2n1CC(=O)NCc1ccc2c(c1)OCO2,0.9%,-5.7%,.,-0.8,-4.5%,13.4,21.2,2.5%,1.1%
CCc1nc(N)c(C#N)c(-c2ccc(F)cc2)c1C,-9.2%,6.9%,7.5,-0.2,-7.9%,9.8,-1.7,-8.5%,14.5%
O=C(c1ccccc1)c1nc2ccccc2[nH]c1=O,-13.5%,-7.7%,.,-0.7,4.5%,16.6,-20.6,-5.4%,0.8%
O=S(=O)(/C=C/c1ccccc1)n1cnc2ccccc21,-1.3%,-0.3%,-5.7,0.2,-3.6%,31.9,5.7,-2.2%,1.9%
O=C(NCc1ccccc1Br)c1cccs1,-0.6%,0.1%,-6.5,-0.4,5.8%[57.1 µM],0.0,-6.4,-4.2%,-4.7%
CC(C)(C)c1ccc(C2CC2C(=O)N/N=C\c2ccc[nH]2)cc1 (stereo not given),10.9%,?,7.5,-2.2,-11.2%,19.9,13.7,-0.9%,1.12µM*
CSc1ccccc1NC(=O)COC(=O)Cn1cc(C(F)(F)F)ccc1=O,15.7%,11.5%,2.9,-0.3,-0.3%,5.1,-3.0,0.1%,-16.7%
Brc1ccc(-c2noc(-c3ccccc3)n2)o1,3.9%,4.1%&-4.1%,1.6,-0.6,0.8%,-5.4,-4.5&-18.6,-9.1%,6.6%&17.0%
Cc1nc(-c2cccc(NC(=O)c3ccc(-n4cccn4)cc3)c2)cs1,3.3%,-49.1%,1.9,-0.1,-3.4%,33.7,-9.3,-2.0%,?
CCOC(=O)c1cc2ccccc2nc1C,3.4%,3.2%,.,1.2,-1.2%,15.3,-3.2,-8.0%,19.3%
Cc1ccc(C(=O)N2CCN(c3ncc(C(F)(F)F)cc3Cl)CC2)s1,6.0%,2.7%,11.0,-5.3,-31.2%,-18.4,2.3,-7.9%,?
CCc1ccccc1NS(=O)(=O)c1cccc2nsnc12,15.0%,2.3%,1.0,1.8,3.4%[57.1 µM],-11.3,-1.6,-10.0%,-16.5%
COCC(=O)Nc1nnc(CCc2ccccc2)s1,-2.7%,8.0%,.,0.0,-9.6%,-19.1,-8.0,-0.5%,3.6%
Cc1ccc(N(CC(=O)NC(C)C)C(=O)CCC(=O)Nc2nccs2)cc1C,12.9%,-9.7%,8.3,-0.1,12.9%,20.3,13.3,-10.2%,14.3%
Cc1ccc(N2C(=O)C3CC3C2=O)cc1 (stereo not given),7.1%,-3.5%,-0.8,0.2,-16.4%[57.1 µM],-9.5,-1.2,1.7%,4.9%
CCOc1ccc(NC(=O)CN2CCN(CC(=O)Nc3ccc(C(=O)OC)cc3)CC2)cc1,-12.3%,-0.9%,-3.6,-1.7,-1.6%,7.6,1.3,-5.9%,-8.0%
N#CC(C#N)=Cc1c[nH]c(=O)c(C#N)c1Nc1ccccc1,-0.3%,i,-22.8,-0.7,-5.2%,0.5,-7.1,-23.1%,11.8%
CCn1c(SCc2nc(-c3ccc(Cl)cc3)no2)nnc1-c1ccco1,8.6%,-16.1%,1.9,-0.5,-10.2%[57.1 µM],4.5,-3.4,-10.0%,?
Cc1cc(C(=O)OCC(=O)Nc2ccc(F)cc2[N+](=O)[O-])c2ccccc2n1,4.7%,-2.7%,-6.7,0.0,7.5%,-6.3,6.6,1.9%,16.0%
CC(=O)c1ccc(Nc2ccc(-c3ccccc3C)nn2)cc1,-0.3%,0.8%,-1.2,-2.1,-15.9%,-6.1,-2.4,?,-5.3%
CCN(CC)S(=O)(=O)c1ccc(O)c(C(=O)OCC(=O)Nc2ccc(OC(F)(F)F)cc2)c1,5.3%,-26.1%,0.4,1.1,-2.9%,-22.8,-1.7,-6.5%,-10.7%
O=C(NCCSCc1ccccc1)c1ccc(C2SCC(=O)N2Cc2ccccc2)cc1 (stereo not given),7.7%,-10.7%,.,-0.6,-15.2%,-20.6,-1.5,6.3%,?
O=C(Nc1ccc(Cl)c(Cl)c1)N1CCCCCC1,-0.7%,-3.4%,0.4,-0.6,-2.0%[11.6 µM],-8.7,-5.7,-0.8%,-4.1%
O=C(NCc1ccccc1)C(c1cc2ccccc2o1)n1c(=O)c(-c2ccccc2)nc2ccccc21 (stereo not given),.,0.7%,-2.5,-0.5,-4.9%,2.5,1.7,-3.4%,?
Cc1oc(-c2ccccc2Cl)nc1CS(=O)(=O)CC(=O)NC(C)CCc1ccccc1 (stereo not given),-2.9%,-11.4%,.,.,.,.,-7.3,.,10µM*
CCOCCCNC(=O)CCc1ccc(S(=O)(=O)Nc2ccc(C)cc2)cc1,9.6%,10.1%,-1.6,-0.6,-5.3%,5.0,3.5,-13.5%,0.0%
N=C1C(c2nc3ccccc3s2)=C(O)CN1C1CCC(O)CC1 (stereo not given),15.1%,2.1%,-0.6,-0.5,-2.7%,-3.8,-5.3,-6.9%,31.5%[activator]
Cc1ccc2c(c1)N(CC(=O)NCCc1ccccc1)C(=O)CO2,0.6%,-9.3%,.,.,.,.,1.8,.,3.7%
Cc1cc(OCC(=O)NNC(=O)c2cccc(F)c2)ccc1Cl,-6.2%,5.1%,-1.0,-0.3,-4.0%,6.7,4.8,1.5%,-8.4%
Cn1cc(-c2nc3ccccc3[nH]2)c2ccccc21,5.6%,-19.5%,-0.5,-2.0,-9.1%,23.0,2.0,-2.3%,?
CC1(C)Cc2c(c(N3CCOCC3)nc3sc4c(NCCN)ncnc4c23)CO1,24.7%,?,15.9,-2.6,-5.6%,6.4,5.0,-1.2%,41.8%
O=C(C1CC1)N1CCN(c2ccc([N+](=O)[O-])cc2-n2cccc2)CC1,11.3%,?,3.1,-0.6,2.6%,?,-10.4,-11.3%,?
Cc1ccc(C(CNC(=O)c2ccco2)N2CCN(C)CC2)cc1 (stereo not given),-13.1%,16.1%,1.6,1.1,-30.6%,-56.9*,-9.0,-19.0%,2.3%
COc1ccccc1-n1ccnc1SCC(=O)NC(C)(C)C,-1.9%,-7.5%[0.307 µM],0.5,1.3,-0.4%,13.5,-8.7,-10.1%,-4.3%[0.307 µM]
Cc1cc(C)nc(NNC2=CC(=O)CC(C)(C)C2)n1,4.3%,-8.4%,0.8,0.5,5.2%,-16.6,-10.0,-22.2%,7.2%
COC(=O)c1ccc(NC(=O)c2cn(-c3ccccc3)nc2-c2ccncc2)cc1,7.2%,2.1%,2.9,-0.4,-21.0%,-67.2*,-13.4,-11.6%,?
Cc1cccc(OCCC(=O)Nc2ccc(F)c(Cl)c2)c1,7.1%,13.9%,19.6,0.0,-10.5%,7.9,1.2,-8.8%,?
CCOc1ccccc1NC(=O)N1CCCC1C(=O)NCc1cccs1 (stereo not given),9.2%,-4.4%,4.9,1.6,1.6%,3.1,1.2,-1.8%,3.3%
CC(=O)c1ccc(N2CCN(C(=O)C3CCCN(S(=O)(=O)c4cnc[nH]4)C3)CC2)cc1 (stereo not given),-1.0%,0.0%,-1.3,0.0,-14.9%,-14.9,0.5,-0.4%,0.0%
COc1ccc(C(=O)/C=C/Nc2cccc(O)c2)cc1,-8.1%,-2.5%,-0.1,-1.0,7.1%,-13.7,-1.9,-2.7%,0.0%
Fc1cccc(/C=N/Nc2nncc3ccccc23)c1,1.1%,0.5%,-11.9,0.2,3.0%,-12.3,-9.5,21.2µM*,?
CC(=O)c1ccc(N2CCN(CN3C(=O)CC4(CCCC4)C3=O)CC2)c(F)c1,0.8%,0.8%,-0.9,0.5,-7.1%[57.1 µM],-6.1,-13.1,-2.6%,-28.2%
COc1ccc(CNC(=O)C2CCN(S(=O)(=O)c3ccc(Br)s3)CC2)cc1,10.3%,-4.6%,2.4,1.3,-5.0%[57.1 µM],-11.3,8.3,-4.1%,?
CCOC(=O)N1CCC(N2CC34C=CC(O3)C(C(=O)O)C4C2=O)CC1 (stereo not given),2.2%,2.9%,-2.2,-2.8,-2.3%,5.8,1.8,2.1%,11.5%
O=C(O)c1cc(Cl)c(Cl)cc1C(=O)NCc1ccco1,-0.9%,1.7%,3.3,-3.7,7.8%,-13.9,-10.1,-5.4%,32.7%[activator]
COC(=O)Oc1ccc(/C=N/NC(=O)CN(c2ccccc2Cl)S(C)(=O)=O)cc1OC,0.5%,-10.1%,4.6,-3.6,-27.3%,0.0,-7.4,-6.6%,71.8%[activator]
CN(CC(=O)Nc1cccc(S(=O)(=O)N2CCCC2)c1)CC(=O)Nc1ccc(F)c(F)c1F,7.4%,17.1%,1.8,0.1,5.1%,10.5,-1.7,-19.9%,?
CCN(CC)S(=O)(=O)c1ccc(N/N=C(\C)c2ccc(OC)cc2O)nc1,-0.3%,?,-1.2,-0.6,-13.2%,-9.9,2.4,-11.3%,2.51µM*
O=C(N/N=C/c1cc(Cl)ccc1O)C(=O)Nc1ccccc1OC(F)(F)C(F)F,-11.4%,147.1%[activator],0.9,-2.7,-28.7%[57.1 µM],-2.1,9.0,-2.5%,?
